High-throughput results from PubChem BioAssay.
IL-2 act: qHTS of IL-2 Activators. IL-2 activation reporter assay, cell-based qHTS; stimulated with anti-CD3/CD4/CD28 beads; in transgenic mouse T cells. activation, % (series mostly up to about 46 µM). 360,000 tested, 0.065% active; in the data active = activation above about 50%; inconclusive = mostly about 30% to 49%; note: 0% is about no effect
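EGFP and DsRed fluorescence is measured by plate cytometry in unstimulated transgenic mouse T cells exposed to compound for 60 minutes, then stimulated 18 hours at 37 degrees C with anti-CD3/anti-CD4 beads plus anti-CD28.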
FUS suppressor: qHTS for Suppressors of FUS Proteinopathy: Primary screen using FUS-linked yeast assay; S. cerevisiae FUS-expressing, growth rescue, OD600, 24 h; Potency, µM (doses to about 76.6 µM), inactives show at the highest dose growth rescue (activation), most hits filed as activators; 390,000 tested, 0.24% active; AID 1347120, 2019;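 note: potency is the fitted concentration of half-maximal effect; plate controls were DMSO vehicle for no effect and reference control for full effect; nearly all actives have a fitted effect of over 55% in size; some results filed as inactive show a strong effect at the top dose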
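Absorbance at 600 nm, taken 24hr after compound addition, measured rescue of FUS-yeast growth at 30C. Induction used 2% galactose with seeding at OD 0.005. Controls: CP55940 from 92uM final, DMSO only.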
EPAC1 agonist: qHTS for Agonist of cAMP-regulated guanine nucleotide exchange factor 3 (EPAC1): primary screen; AID 720707, 2013; Potency, µM (titrated, usually from 154 µM), inactives show top-dose activation, actives largely listed as activators; EPAC1 agonist qHTS, biochemical assay; response scale: 100% = response to 6.5 mM cAMP; Rap guanine nucleotide exchange factor 3 (Homo sapiens), O95398; 360,000 tested, 0.073% active; note: potency is the fitted concentration of half-maximal effect; nearly all actives have a fitted effect of over 60% in size
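Multi-concentration qHTS readout: loss of Rap1B-bound BODIPY-GDP fluorescence driven by 100 nM EPAC1 with excess GDP (50 uM), monitored kinetically at room temperature; agonist response expressed relative to 6.5 mM cAMP.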
PI5P4K alpha inh: qHTS for Inhibitors of phosphatidylinositol 5-phosphate 4-kinase (PI5P4K); Phosphatidylinositol 5-phosphate 4-kinase type-2 alpha (Homo sapiens), P48426; PI5P4Kalpha enzyme, ADP-Glo luminescence, 60 min; stronger effect = lower value; AID 652105, 2013; 330,000 tested, 1.2% active; max response, %; active = max response of -50% or lower; inconclusive = between -30% and -50%; inactive = -30% or higher; note: value at the top dose of about 77 µM; % is set by controls: 0 for no effect and ±100 for the full control effect
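ADP-Glo luminescence end-point read after a 60 min room-temperature kinase reaction of PI5P4Kalpha plus substrate, initiated with ATP at 5 microM final. Buffer: 0.038 M HEPES pH 7.4, EGTA, 0.1% CHAPS, 5% DMSO.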
WRN helicase inh: qHTS for Inhibitors of WRN Helicase. Potency, µM (doses to about 114 µM), for the others: at the highest dose activity change, negative = inhibition, usual class: inhibitors. Bifunctional 3'-5' exonuclease/ATP-dependent helicase WRN (Homo sapiens), Q14191. 360,000 tested, 0.46% active. WRN helicase unwinding, fluorescent forked duplex, kinetic. AID 651768, 2012; note: potency is the fitted concentration of half-maximal effect; % is set by controls: 0 for no effect and ±100 for the full control effect; nearly all actives have a fitted effect of over 55% in size
Target sequence (Q14191 whole entry, looked up): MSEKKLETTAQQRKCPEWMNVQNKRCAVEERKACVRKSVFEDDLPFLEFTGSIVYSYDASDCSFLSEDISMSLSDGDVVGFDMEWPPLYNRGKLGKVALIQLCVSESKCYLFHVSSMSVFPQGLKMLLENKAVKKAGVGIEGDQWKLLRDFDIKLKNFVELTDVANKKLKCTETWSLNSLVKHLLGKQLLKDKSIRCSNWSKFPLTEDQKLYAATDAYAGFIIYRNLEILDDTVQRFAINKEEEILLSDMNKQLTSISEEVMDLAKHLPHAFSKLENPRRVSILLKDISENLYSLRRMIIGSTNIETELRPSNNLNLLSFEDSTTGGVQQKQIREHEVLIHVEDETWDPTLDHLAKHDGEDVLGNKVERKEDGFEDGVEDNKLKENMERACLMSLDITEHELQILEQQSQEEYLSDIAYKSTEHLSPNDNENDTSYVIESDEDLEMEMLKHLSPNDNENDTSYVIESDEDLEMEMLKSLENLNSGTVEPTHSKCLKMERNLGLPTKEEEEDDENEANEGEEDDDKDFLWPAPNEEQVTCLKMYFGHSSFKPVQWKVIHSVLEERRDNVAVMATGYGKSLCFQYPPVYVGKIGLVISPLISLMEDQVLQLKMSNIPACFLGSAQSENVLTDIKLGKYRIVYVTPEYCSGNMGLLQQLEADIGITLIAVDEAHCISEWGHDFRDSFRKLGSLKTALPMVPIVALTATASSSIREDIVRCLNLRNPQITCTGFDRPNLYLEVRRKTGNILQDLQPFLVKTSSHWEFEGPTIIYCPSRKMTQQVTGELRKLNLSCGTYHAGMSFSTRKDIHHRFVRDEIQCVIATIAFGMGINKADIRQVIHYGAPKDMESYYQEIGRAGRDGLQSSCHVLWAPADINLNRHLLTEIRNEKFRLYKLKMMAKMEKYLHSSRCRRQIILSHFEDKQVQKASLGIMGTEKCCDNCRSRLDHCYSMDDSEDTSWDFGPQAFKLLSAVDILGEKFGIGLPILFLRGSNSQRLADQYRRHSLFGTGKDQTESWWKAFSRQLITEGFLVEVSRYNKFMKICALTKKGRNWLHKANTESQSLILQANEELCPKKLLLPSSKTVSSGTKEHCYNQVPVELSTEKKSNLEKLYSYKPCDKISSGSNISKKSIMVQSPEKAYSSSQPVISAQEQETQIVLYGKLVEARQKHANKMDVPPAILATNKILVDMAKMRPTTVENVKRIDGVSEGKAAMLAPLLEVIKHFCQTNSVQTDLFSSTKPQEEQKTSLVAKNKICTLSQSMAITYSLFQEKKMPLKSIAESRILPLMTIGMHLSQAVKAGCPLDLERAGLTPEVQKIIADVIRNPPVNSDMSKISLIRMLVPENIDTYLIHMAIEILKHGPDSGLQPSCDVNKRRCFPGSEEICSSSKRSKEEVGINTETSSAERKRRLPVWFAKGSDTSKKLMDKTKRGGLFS
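Kinetic fluorescence helicase assay: unwinding of a quenched forked DNA duplex (100 nM final) with 2 mM ATP final raises red fluorescence (525/598 nm). Compounds sat 15 min at room temperature with 20 nM WRN beforehand.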
PLK1 PBD block: qHTS for Inhibitors of PLK1-PDB (polo-like kinase 1 - polo-box domain): Primary Screen. Serine/threonine-protein kinase PLK1 (Homo sapiens), P53350. 360,000 tested, 2.8% active. Potency, µM, for the others: max response, negative = inhibition, hits mostly inhibitors. Plk1 PBD binding of FITC phosphopeptide, fluorescence polarization; note: potency is the fitted concentration of half-maximal effect; series mostly up to about 57 µM; % is set by controls: 0 for no effect and ±100 for the full control effect; nearly all actives have a fitted effect of over 65% in size
EPAC1 antagonist: qHTS for Antagonist of cAMP-regulated guanine nucleotide exchange factor 3 (EPAC1): primary screen. Rap guanine nucleotide exchange factor 3 (Homo sapiens), O95398. 360,000 tested, 0.14% active. Potency, µM (doses to about 115 µM), without a hit: at the highest dose activity change, negative = inhibition, most hits filed as inhibitors. EPAC1 GEF assay, Rap1b-BODIPY-GDP exchange fluorescence. AID 720709, 2013;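 note: potency is the fitted concentration of half-maximal effect; plate controls were vehicle for no effect and positive control for full effect; nearly all actives have a fitted effect of over 50% in size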
Abeta rescue: qHTS for compounds that reverse cellular toxicity of Amyloid beta (A-beta) peptide in yeast: Primary Screen; yeast expressing A-beta42, growth rescue, OD600, 48 h; response scale: 0% DMSO, 100% iron-clioquinol control; Potency, µM (top dose mostly 46.1 µM), without a hit: at the highest dose growth rescue, actives largely listed as activators; 410,000 tested, 0.063% active; AID 1347071, 2019; note: potency is the fitted concentration of half-maximal effect; nearly all actives have a fitted effect of over 55% in size
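Yeast growth medium received pinned compounds, then yeast cells expressing toxic A-beta were added; plates incubated at 30 C for 48 hr. Growth read as absorbance at 600 nm, normalized to DMSO and equimolar FeCl3 plus clioquinol controls.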
Numbers without * were called inactive; ? = inconclusive; . = not tested or not shown; & = joins results of further samples; [ ] = remark or other dose. Unless noted, calls come from the whole dose curve; as a rule, active = well fitted curve in the direction sought with a large enough effect; inconclusive = small, poorly fitted or top-dose-only effect, or another doubt; inactive = no such curve, though single readings can be large; an effect the other way counts as inactive or inconclusive. Compounds were not picked by outcome. Share with any hit: about 4.1%.

nr	Molecule	IL-2 act	FUS suppressor	EPAC1 agonist	PI5P4K alpha inh	WRN helicase inh	PLK1 PBD block	EPAC1 antagonist	Abeta rescue
1	O=C(/C=C/c1ccccc1)Nn1c(-c2cccs2)nc2ccccc2c1=O	-2.1	-0.1%	-12.8%	2.5	10.2%	?	6.1%	-0.4%
2	O=C1/C(=C/c2cccnc2)SC(=S)N1Nc1ccccc1	-2.4	-20.6%	11.3%	0.1	0.5%	-5.9%	7.4%	4.5%
3	O=c1cc(-c2ccc(O)cc2)oc2c(-c3c(O)cc(O)c4c(=O)cc(-c5ccc(O)cc5)oc34)c(O)cc(O)c12	2.6	35.8%	-9.0%	?	-10.9%	-14.6%	-6.1%	4.4%
4	O=C(Nc1cccnc1)c1ccc(NS(=O)(=O)c2cc([N+](=O)[O-])ccc2Cl)cc1	-0.1	?	-2.6%	?	-10.1%[11.6 µM]	-5.1%	-0.8%	14.2%
5	CCNC(=O)CC1C(=O)N(c2ccc(C)cc2)C(=O)N1CCOC (centres undefined)	1.2	-6.8%&-37.5%	-0.1%	-7.7	-5.7%	-5.3%	11.0%	-0.5%&-8.9%
6	O=S(=O)(Nc1nc2ccccc2nc1Nc1cccc(S(=O)(=O)N2CCCCC2)c1)c1ccccc1	-0.1	21.9%	1.9%	-16.4	-31.1%[57.1 µM]	?	?	-0.1%
7	Cc1cccc(C(=O)NCC(=O)OCc2nnc(-c3ccccc3)o2)c1	-1.4	3.7%	-2.6%	-25.7	-1.2%	-6.6%	7.8%	20.0%
8	COC(=O)c1sc2ncccc2c1OCc1c(Cl)cccc1Cl	-0.1	29.6%	-0.1%	6.2	-9.3%	1.4%	5.9%	12.4%
9	CCOC(=O)c1ccc(NC(=O)COc2coc(CN3CCc4ccccc43)cc2=O)cc1	0.3	1.8%	3.9%	-1.6	-2.2%	-4.7%	-7.1%	13.6%
10	O=C(O)/C=C/C(=O)NNC(=O)c1ccc(Cl)cc1Cl	1.5	-0.5%	-4.4%	-9.4	4.6%[57.1 µM]	23.8µM*	-25.2%	-5.6%
11	COc1ccc(CCNC2=CC(=O)CC(C)(C)C2)cc1	0.2	2.1%	6.5%	0.1	2.7%	-1.5%	20.2%	4.9%
12	CS(=O)(=O)c1ccc(C(=O)OCC(=O)NCc2cccs2)cc1[N+](=O)[O-]	-1.1	-7.3%	-11.6%	6.3	-7.9%[11.6 µM]	-26.7%	?	-7.8%
13	CC(C)CN(C(=O)CCCOc1ccc(Cl)cc1Cl)c1c(N)n(Cc2ccccc2)c(=O)[nH]c1=O	0.2	30.4%	?	-12.1	-6.7%	-3.1%	3.7%	3.8%
14	Cc1ccc(NC(=S)Nc2ccc(Cl)c(Cl)c2)c(OC(F)F)c1	-6.0	.	4.6%	1.7	-21.0%	-12.3%	4.4%	-81.3%[inhibitor]
15	O=C(NCCc1ccc(Cl)cc1)c1ccc2c(c1)OCCO2	2.1	-15.1%	-0.5%	-2.0	-12.5%	-6.7%	7.0%	-11.5%
16	CC1CCCN(CCCN2C(=O)C3C(C(=O)Nc4ccc(Cl)cc4)C4C=CC3(O4)C2C(=O)NC2CCCCC2)C1 (centres undefined)	-0.1	25.4%	9.5%	0.4	18.3%	-10.4%	-1.8%	0.8%
17	COc1ccc(C)cc1NC(=O)CSc1nnc(-c2ccco2)n1N	-0.8	18.0%	16.6%	5.4	-2.9%	-7.4%	-5.8%	2.6%
18	O=S(=O)(c1cccc2ccccc12)N1CCC2CC1c1cc(-c3ccc(F)cc3)ccc12 (centres undefined)	-0.6	-30.2%	-7.9%	5.8	-4.4%	-11.5%	-5.7%	4.6%
19	COC(=O)c1ccccc1CCC(C)=O	-0.6	-33.4%	1.2%	11.7	6.0%	-6.3%	-5.0%	20.8%
20	COc1ccc(-c2cc(=O)oc3c(C)c(OCC(=O)NCCCn4ccnc4)ccc23)cc1	-0.4	8.6%	4.6%	-1.5	-2.3%	3.2%	-10.6%	9.1%
21	CCOC(=O)c1ccc(Cn2c(-c3ccccc3)nnc2-c2ccccc2)o1	1.0	12.4%	5.4%	-1.5	-2.2%	23.8µM*	-19.8%	-13.8%
22	CCN(Cc1ccccc1)S(=O)(=O)c1c(N)n(C)c(=O)n(C)c1=O	1.3	18.5%	12.3%	2.3	0.1%	4.4%	-10.6%	6.8%
23	C=CCn1c(SCC(=O)Nc2cc(OC)c(NC(=O)c3ccco3)cc2OC)nnc1-c1ccncc1	-2.8	33.9%	-4.8%	-6.4	47.4%[activator][57.1 µM]	-7.8%	5.4%	-7.2%
24	CN(C)c1ccc(/C=N\Nc2nc(-c3ccccc3)cc(=O)[nH]2)cc1	0.3	3.0%	10.9%	-8.3	6.2%	1.4%	-3.9%	-14.1%

Part of the list above in order of formula weight, smallest number first.
nr	Molecule	IL-2 act	FUS suppressor	EPAC1 agonist	PI5P4K alpha inh	WRN helicase inh	PLK1 PBD block	EPAC1 antagonist	Abeta rescue
19	COC(=O)c1ccccc1CCC(C)=O	-0.6	-33.4%	1.2%	11.7	6.0%	-6.3%	-5.0%	20.8%
21	CCOC(=O)c1ccc(Cn2c(-c3ccccc3)nnc2-c2ccccc2)o1	1.0	12.4%	5.4%	-1.5	-2.2%	23.8µM*	-19.8%	-13.8%
23	C=CCn1c(SCC(=O)Nc2cc(OC)c(NC(=O)c3ccco3)cc2OC)nnc1-c1ccncc1	-2.8	33.9%	-4.8%	-6.4	47.4%[activator][57.1 µM]	-7.8%	5.4%	-7.2%

The list goes on:
nr	Molecule	IL-2 act	FUS suppressor	EPAC1 agonist	PI5P4K alpha inh	WRN helicase inh	PLK1 PBD block	EPAC1 antagonist	Abeta rescue
25	COc1ccc(NC(=O)C(=O)NCCC2=CCCCC2)c(OC)c1	1.5	.	-0.4%	0.0	-2.6%	-8.0%	-3.6%	13.5%
26	Nc1ncnc2nc(SCCOc3ccc(Cl)cc3)[nH]c12	-0.4	0.9%	1.6%	-2.6	-5.3%	-2.3%	-1.8%	-3.3%
27	CCN(Cc1ccc(OC)c(F)c1)C(=O)CCl	-0.6	7.5%	4.3%	-2.7	5.1%	-0.9%	21.9%	-5.9%
28	COc1ccc(C2C(C(=O)c3sc(C)nc3C)=C(O)C(=O)N2CCCn2ccnc2)cc1 (centres undefined)	0.2	-15.3%	7.7%	-4.3	-3.2%	5.1%	-13.8%	18.5%
29	O=C1C2C3C=CC(C3)C2C(=O)N1c1n[nH]c(-c2cccnc2)n1 (centres undefined)	-1.0	15.0%	-0.6%	.	1.0%	-13.4%	-5.9%	1.9%
30	O=C(CNC(=O)N1CC(=O)Nc2ccccc21)Nc1nccs1	-0.7	-5.6%	11.4%	4.0	3.8%	-9.3%	10.7%	3.5%
31	O=c1[nH]c(C2CCN(S(=O)(=O)Cc3ccccc3)CC2)nc2c1nnn2Cc1ccccc1Cl	-2.1	5.9%	-2.8%	0.6	-8.6%	-2.9%	-2.3%	10.0%
32	Cc1cc(C(=O)N/N=C/c2cccc(OC(=O)c3cccc(Br)c3)c2)n[nH]1	2.6	38.4%	-0.2%	-5.1	4.2%	-7.9%	12.7%	5.2%
33	O=C(O)C1C2CCC(O2)C1C(=O)Nc1ccccc1Br (centres undefined)	0.4	-22.7%	-3.0%	5.0	-1.9%	0.9%	-19.8%	5.9%
34	CCC(C)(C)NC(=O)CN(C(=O)C(=O)Nc1ccc2c(c1)OCCO2)C(C)(C)CC	-3.6	-3.0%	-3.4%	-5.0	9.7%	-0.2%	-14.5%	1.6%
35	O=C(CSc1nncn1-c1ccccn1)Nc1ccccc1Cl	1.2	6.8%	-7.3%	0.6	1.4%	-4.1%	-1.4%	8.6%
36	O=C1/C(=C\c2cc(Br)cc(Br)c2O)SC(=S)N1Cc1ccccc1	-3.9	20.6%	7.8%	?	39.8µM*	9.47µM*	?	3.0%
37	Cc1ccc(C)c(S(=O)(=O)Nc2nc3ccc(S(N)(=O)=O)cc3s2)c1	4.0	26.7%	-12.8%	-17.9	-17.6%	?	-21.5%	-8.2%
38	CCn1ncc(Br)c1C(=O)Nc1ccc(F)cc1F	-0.2	14.6%	-1.2%	.	2.9%	-2.0%	2.7%	-4.3%
39	COCCN(C(=O)CCC(=O)Nc1cc(C)on1)C(C(=O)NC(C)(C)C)c1cccc(OC)c1OC (centres undefined)	1.2	20.5%	-1.2%	13.8	3.9%	-1.8%	-5.1%	-14.5%
40	O=C(COC(=O)CCC(=O)c1cccs1)NC1CC1	0.4	-12.5%	-4.9%	0.5	-1.5%	-5.3%	2.8%	5.2%
41	Cc1c([N+](=O)[O-])cc(C(=O)Nc2ccc(NC(=O)c3ccco3)cc2)cc1[N+](=O)[O-]	-0.4	-0.1%	-2.2%	1.6	-4.4%	1.0%	2.3%	-7.2%
42	Cc1ccc(N2C(=O)/C(=C\c3ccco3)SC2=S)cc1	-2.2	36.9%	-3.3%	?	?	-6.4%	?	14.6%
43	O=C(CCCc1nc2ccccc2s1)N1CCN(c2ccccc2)CC1	-2.2	9.2%	2.1%	-15.1	-3.3%	?	0.8%	8.8%
44	CCOc1cccc(/C=N/N2CCN(c3ccc(Cl)cc3)CC2)c1O	-2.4	-19.4%	-2.7%	-6.0	5.8%	-3.2%	3.1%	-8.0%
45	CCc1nc(SCC(=O)N2CC(=O)Nc3ccccc32)c2c(C)c(C)sc2n1	-0.7	0.2%	9.2%	.	-6.9%	?	-8.7%	-1.4%
46	Cc1c(C(=O)O)nn(-c2ccccc2)c(=O)c1C#N	-2.2	-16.7%	-12.1%	-8.7	0.0%	-13.8%	0.8%	-1.1%
47	CCOC(=O)Cc1c(C)nc2c(-c3ccccc3)cnn2c1C	-0.6	-25.3%	0.8%	5.5	-7.0%	-5.0%	3.8%	13.6%
